SMARCA2 act – activators of SMARCA2 function | activation, % at 9.1 µM | 1% of 370,000 active | MG213 cells, MMTV-luciferase reporter, dexamethasone, overnight; in the data active means activation above about 7.8%;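 further: 0% = vehicle wells and 100% = reference activator wells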
hcDAF-12 act – activates DAF-12 receptor from parasite H. contortus; HEK293 hcDAF-12 lit1-tk-luc reporter, luminescence; 0% DMSO, 100% Δ7-dafachronic acid; 1.4% of 370,000 active; activation, % at 6.8 µM;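 active means activation above the mean of all tested compounds plus 3 SD, cut at about 5.5% in these data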;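 further: 100% = response to 3 µM Δ7-dafachronic acid high control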
hgDAF12 agonist – hgDAF-12 agonism, primary luciferase screen; HEK293 GAL4-hgDAF12 UAS-luciferase reporter, agonist luminescence; normalized to butyrate control; activation, % at 6.8 µM; 1.8% of 370,000 active; AID 687014;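 active means activation above a cutoff set at the mean of all screened compounds plus 3 SD, cut at about 10% in these data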;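 further: 0% = DMSO wells and 100% = sodium butyrate wells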
NPR1 activator – GC-A (human) enzyme activation; P16066; HEK293 GC-A cells, cGMP TR-FRET, EC30 ANP; 0% at EC30 ANP, 100% saturating ANP; activation, % at 10 µM; 0.14% of 370,000 active; in the data active means activation above about 40%
Target sequence (P16066 whole entry, looked up): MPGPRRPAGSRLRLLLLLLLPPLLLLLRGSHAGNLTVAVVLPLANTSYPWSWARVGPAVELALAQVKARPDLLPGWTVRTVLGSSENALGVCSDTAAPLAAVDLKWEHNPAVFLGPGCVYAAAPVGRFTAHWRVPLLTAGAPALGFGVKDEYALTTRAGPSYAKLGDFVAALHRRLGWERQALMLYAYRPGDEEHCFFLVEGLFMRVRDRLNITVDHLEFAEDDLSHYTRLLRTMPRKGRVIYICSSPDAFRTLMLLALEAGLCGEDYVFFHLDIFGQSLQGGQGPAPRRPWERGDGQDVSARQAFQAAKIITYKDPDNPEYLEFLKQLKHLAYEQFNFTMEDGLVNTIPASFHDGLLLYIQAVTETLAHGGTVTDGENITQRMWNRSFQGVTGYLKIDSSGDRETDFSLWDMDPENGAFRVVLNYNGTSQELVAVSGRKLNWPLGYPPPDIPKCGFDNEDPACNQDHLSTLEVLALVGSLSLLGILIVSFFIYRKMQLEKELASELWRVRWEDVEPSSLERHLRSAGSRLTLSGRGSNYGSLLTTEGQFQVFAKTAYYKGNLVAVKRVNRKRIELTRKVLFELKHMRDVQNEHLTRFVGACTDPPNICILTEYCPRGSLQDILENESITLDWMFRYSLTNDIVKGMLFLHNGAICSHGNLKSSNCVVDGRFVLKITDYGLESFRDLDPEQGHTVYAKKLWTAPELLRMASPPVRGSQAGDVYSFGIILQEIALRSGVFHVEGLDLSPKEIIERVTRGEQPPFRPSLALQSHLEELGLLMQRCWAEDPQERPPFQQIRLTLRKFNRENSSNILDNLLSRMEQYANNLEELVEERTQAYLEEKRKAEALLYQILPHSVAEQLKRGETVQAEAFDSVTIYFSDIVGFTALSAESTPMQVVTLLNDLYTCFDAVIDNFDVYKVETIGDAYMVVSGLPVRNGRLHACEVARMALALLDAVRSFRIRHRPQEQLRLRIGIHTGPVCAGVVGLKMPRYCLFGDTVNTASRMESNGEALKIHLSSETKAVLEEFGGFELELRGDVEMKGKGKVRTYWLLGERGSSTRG
sPLA2-III inh – Blocks human group III sPLA2 activity; Q9NZ20; QFRET BODIPY PC-A2 liposome hydrolysis, fluorescence; 0.56% of 370,000 active; inhibition, % at 12.2 µM;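 active means inhibition above mean plus 3 SD of compounds lying within the high and low control bounds, cut at about 19% in these data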;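 further: 0% = median of test compound wells and 100% = no enzyme DMSO wells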
FXN GAA850 act – frataxin GAA850 promoter activation; 0.56% of 360,000 active; activation, % at 6 µM; HEK293 lucGAA850 FXN promoter luciferase reporter, 24 h; percent of 10 µM SAHA response;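 active means activation above the average of all compounds screened plus 3 SD, cutoff fixed separately per campaign, cut at about 7.5% in these data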;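 further: 0% = DMSO wells and 100% = 10 µM SAHA wells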
DAX1 inh-1 – blocks DAX1 repression of SF-1 activated StAR promoter | HEK293T StAR-luciferase reporter, SF-1/DAX-1 repression relief | inhibition, % at 6.8 µM | 1.1% of 370,000 active | AID 652010;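 active means inhibition above the mean over all tested compounds plus 3 SD, cut at about 3.6% in these data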;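 further: 0% = DAX-1 cells with DMSO and 100% = cells lacking DAX-1 with DMSO; higher inhibition means more luminescence from relief of DAX-1 repression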
ssDAF12 agonist – activates DAF-12 receptor from parasite S. stercoralis. HEK293 ssDAF-12/GRIP1 lit1-tk-luc reporter, luminescence; % of 3 µM dafachronic acid response. activation, % at 6.8 µM. 1% of 370,000 active. AID 652126;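 active means activation above the mean over all tested compounds plus 3 SD, cut at about 0.9% in these data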;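 further: 0% = DMSO-only wells and 100% = 3 µM delta7-dafachronic acid wells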
NPR2 activator – GC-B (human) receptor activation. P20594. HEK293-GC-B cells, CNP EC30, cGMP TR-FRET; 0% at EC30 CNP, 100% saturating CNP. activation, % at 10 µM. 0.11% of 370,000 active. AID 1920062;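 active means activation at 10 µM reaching about 35% in either raw or pattern-adjusted values, limit read from the data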
ADAM10 inh – inhibits human ADAM10; 0.62% of 370,000 active; recombinant ADAM10, EDANS/DABCYL FRET peptide cleavage, 3 h; inhibition, % at 7 µM;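 active means inhibition above a per-campaign cutoff equal to the mean of compounds falling between control-based bounds plus 3 SD, cut at about 20% in these data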;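 further: 0% = DMSO wells while the 100% control is not disclosed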
DAX1 inh-2 – inhibitors of human orphan nuclear receptor DAX1 (NR0B1); P51843; HEK293 Gal4-DAX1 luciferase reporter, luminescence; inhibition, % at 6.75 µM; 0.99% of 340,000 active; AID 504766;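 active means inhibition above the mean over all tested compounds plus 3 SD, cut at about 4.2% in these data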;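 further: 0% = DAX1-transfected cells with DMSO and 100% = empty-vector control cells with DMSO; inhibition shows as a rise in luminescence from relieved DAX1 repression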
Numbers without * were called inactive; . = not tested or not shown. Outcome played no part in choosing rows. About 6.6% of those tested had a hit in this group.

SMILES,NPR2 activator,ssDAF12 agonist,sPLA2-III inh,SMARCA2 act,DAX1 inh-2,hgDAF12 agonist,FXN GAA850 act,ADAM10 inh,NPR1 activator,hcDAF-12 act,DAX1 inh-1
Cc1cccc(OCCCC(=O)O)c1,-1,-0.9,5,-1,0.2,0.5,-0.9,-2,3,-0.9,-0.3
CCOC(=O)C1CCCN(CC(=O)Nc2cc(C)cc(C)c2)C1 (centres undefined),0,-1.0,0,-1,0.4,0.6,0.4,7,-2,-0.2,1.2
Cc1cccc(N(CC(=O)NC2CCCC2)C(=O)CNC(=O)c2ccco2)c1C,2,-0.4,3,-3,0.4,1.4,-1.8,2,4,1.4,0.2
CCOc1ccc(CCN2C(=S)N([C@@H](Cc3ccc(O)cc3)CN3CCC[C@@H]3CN3C(=S)NC[C@@H]3Cc3ccc(O)cc3)C[C@@H]2Cc2ccc(O)cc2)cc1,6,-1.3,-26,2,.,0.6,.,-8,-2,-2.5,2.1
COC(=O)c1c(-c2ccccc2)csc1NC(=O)C1CC=CCC1C(=O)O (centres undefined),2,-0.8,-1,-3,0.0,1.0,1.4,-5,-3,-1.1,0.1
O=C1CCCC(c2ccccc2)N1 (centres undefined),12,-1.5,16,-2,5.2*,-2.2,1.0,2,-1,-2.3,0.6
CCN(CC)S(=O)(=O)c1ccc2[nH]c(=O)cc(C(=O)Nc3cccc(C(C)=O)c3)c2c1,-3,-1.0,-15,3,1.1,-1.6,0.5,-5,-6,-1.6,-0.3
CCCN(CCC)CCNC(=O)C1CCCN(S(=O)(=O)c2ccc3c(c2)oc(=O)n3C)C1 (centres undefined),3,-0.1,-2,-2,1.3,2.1,2.3,-3,4,1.2,-0.3
CN(C)C(=O)N1CCN(C(=O)[C@@H](Cc2ccccc2)NC(=O)[C@H]2O[C@@H](n3ccc(N)nc3=O)[C@H](O)[C@@H]2O)CC1,-4,-0.6,4,2,.,1.2,.,-3,4,1.2,-1.3
CCn1cc(S(=O)(=O)CC(=O)Nc2ccc3c(c2)OCO3)c2ccccc21,1,-0.9,4,-3,-0.8,-3.9,0.4,-12,-2,-1.3,-0.3
CCOc1cc(N2CCOCC2)c(OCC)cc1NC(=O)c1cccc(S(=O)(=O)N2CC(C)OC(C)C2)c1 (centres undefined),8,-1.2,-1,3,-0.7,-0.1,-1.3,3,1,0.3,-1.1
O=C(c1ccccc1Cl)N1CCC(n2cccc2)CC1,-1,-0.6,-11,1,0.9,-0.5,0.3,6,-2,0.2,0.4
COCCn1c(SCC(=O)Nc2ccccc2OC)nc2ccccc2c1=O,3,-1.0,7,-3,-1.5,-2.3,2.3,1,2,-2.3,-0.2
CCc1c(O)cc2n(c1=O)-c1ccc(Cl)cc1C2(C)C,-6,-0.9,2,-1,-0.7,-1.0,1.3,9,-3,2.5,-0.6
O=C(NCc1ccncc1)c1cccc(Cn2cc(Br)cn2)c1,-1,-1.1,0,0,-0.4,0.7,-1.3,0,2,-0.3,-0.8
CCCn1c(SCC(=O)Nc2ccc(Cl)cc2F)nc(O)cc1=O,0,-1.2,-3,-1,-0.1,0.0,0.2,-2,-2,-0.1,0.0
COc1cccc(N(C(=O)Cn2nnc(-c3ccc(C)o3)n2)C(C(=O)NC2CCCC2)c2ccncc2)c1 (centres undefined),-9,-0.7,1,4,0.6,-0.1,-0.5,16,-6,-0.7,0.2
Cc1nnc(SCC(=O)Nc2cc(Cl)ccc2Cl)n1CC1CCCO1 (centres undefined),5,-0.9,4,-2,0.8,1.0,1.8,-7,-1,-0.1,0.2
CCNC(=O)CC1SC(=Nc2ccc(C)cc2)N(CC)C1=O (centres undefined),0,-1.1,4,-3,-0.4,-2.9,1.2,-3,2,-1.6,-0.8
COc1cccc(OCc2cc(C(=O)N(C)CCOc3ccc(C)cc3)no2)c1,-5,-0.5,-36,2,0.9,9.4,4.9,20*,-6,-0.4,2.3
O=C(CN1C(=O)c2ccccc2S1(=O)=O)N1CCCCC1,3,0.5,1,6,3.3,9.0,4.0,4,4,3.8,1.4
COc1ccc(N(C(C)C(=O)N(C)Cc2ccccc2)S(C)(=O)=O)cc1 (centres undefined),6,0.1,0,1,0.2,0.5,-1.7,3,4,-1.5,-0.4
O=C(NC1(C(F)(F)F)N=C2SCCN2C1=O)c1ccccc1F (centres undefined),-1,0.3,3,-4,.,-1.3,2.6,0,7,-1.2,-0.7
COc1cc(OC)cc(C(=O)OCC(=O)Nc2cccc(S(=O)(=O)NC3=NCCCCC3)c2)c1,2,-1.6,-9,-4,-0.4,1.0,-2.2,-2,-6,-1.4,-0.6
COc1ccccc1NS(=O)(=O)c1ccc2c(c1)NC(=O)CC(=O)N2,-2,-0.6,-2,-2,1.8,2.5,-0.6,-1,6,-1.8,-0.1
CCOc1ccc(OCC)c(NC(=O)CSCC(=O)O)c1,7,-0.8,3,0,0.7,1.1,-0.8,1,4,2.6,0.1
CCCn1c(CNC(=O)c2cccs2)nc2ccccc21,-3,-0.5,-6,0,0.1,-2.1,0.5,-1,-3,-0.9,0.8
Cc1ccc(O)c(-c2cc(-c3ccccc3F)[nH]n2)c1,-19,0.2,-26,3,1.4,9.8,4.8,9,2,11*,0.9
CC(C)N(C)S(=O)(=O)c1ccc(NC(=O)CSC(=S)N2CCCC2)cc1,4,-0.4,-3,3,0.7,1.0,1.6,0,3,-0.7,0.5
CCOc1ccc(/C=N/OCC(=O)Nc2cc(C)on2)cc1,3,1.6*,5,0,-0.2,-3.6,0.4,2,0,-1.5,0.0
O=C(CSc1ncn[nH]1)N1N=C2/C(=C\c3ccco3)CCCC2C1c1ccco1 (centres undefined),-3,-0.4,-18,6,0.5,3.2,2.5,-4,-4,-1.2,0.0
CCN(CC(=O)Nc1c(F)cccc1F)C(=O)c1cc(-c2cccs2)nn1-c1ccccc1,-7,-1.6,12,-2,-2.1,-2.8,-4.4,-16,-4,-0.5,-2.5
O=C1c2ccccc2C(=O)N1c1ccc(S(=O)(=O)N2CCN(c3ccccc3)CC2)cc1,-4,-1.3,6,1,0.8,-0.7,0.9,-4,12,2.4,-0.5
Cc1cccc2cc(C(c3nnnn3CC3CCCO3)N3CCCc4ccccc43)c(=O)[nH]c12 (centres undefined),1,0.0,-3,3,1.0,0.0,1.3,-13,-14,0.7,0.7
Cc1cccc2cc(COC(=O)c3cccnc3)c(=O)[nH]c12,5,-0.9,2,1,1.0,-0.1,-1.6,-22,-1,1.6,-0.6
CN(Cc1ccccc1)C(=O)COC(=O)CCN1C(=O)C2CC=CCC2C1=O (centres undefined),1,-1.5,4,-3,1.0,0.0,-1.5,-5,2,-0.4,0.3
O=C(CN1C(=O)c2ccccc2C1=O)Nc1ccccc1F,-2,-1.1,2,0,1.4,2.3,-0.4,-10,4,-1.5,0.2
CC(=O)OC[C@@H]1CN(Cc2ccccc2)C[C@H](n2cnc3c(NC4CC4)ncnc32)O1,1,-1.2,5,-2,.,0.1,0.8,-8,5,-2.4,0.0
O=C(N/N=C/c1cccc(F)c1)c1c(O)c2ccccc2[nH]c1=O,3,-0.8,3,3,0.6,0.9,1.0,-1,4,-0.5,0.1
O=C(CCCn1cc([N+](=O)[O-])cn1)N1CCCCC1,5,-1.9,-2,6,0.3,0.9,1.2,0,3,-0.4,1.3

Taken from above.
`O=C1c2ccccc2C(=O)N1c1ccc(S(=O)(=O)N2CCN(c3ccccc3)CC2)cc1` in sPLA2-III inh → 6
`CN(Cc1ccccc1)C(=O)COC(=O)CCN1C(=O)C2CC=CCC2C1=O` (centres undefined) in hgDAF12 agonist → 0.0

Carrying on.
SMILES,NPR2 activator,ssDAF12 agonist,sPLA2-III inh,SMARCA2 act,DAX1 inh-2,hgDAF12 agonist,FXN GAA850 act,ADAM10 inh,NPR1 activator,hcDAF-12 act,DAX1 inh-1
Cc1cccc(/C=C2/SC(=O)N(Cc3ccccc3)C2=O)n1,-2,-0.2,6,-2,0.2,0.8,0.7,3,-3,0.3,-0.8
COCCN(C(=O)CCC(=O)Nc1cccnc1)C(C(=O)NC1CCCCC1)c1ccccc1 (centres undefined),2,-0.9,2,-2,0.5,-1.1,-1.9,-11,-3,-2.1,-0.3
COc1ccc(CNC(=O)/C=C/c2cc3c(cc2Br)OCO3)cc1,-1,-1.1,0,2,-0.4,-1.3,0.0,-56,5,-1.6,0.8
O=C(Nc1ccc(-c2cccc(F)c2)cc1)C1CCCN(Cc2ccccn2)C1 (centres undefined),-4,-1.3,-21,-3,0.3,-0.8,0.0,7,3,-2.1,-2.5
COC(=O)c1ccc(NC(=O)C2CCCN2S(=O)(=O)c2ccc(F)cc2)cc1 (centres undefined),3,-1.1,-3,-2,-1.8,-2.6,-0.5,-2,0,-0.5,-0.6
Cc1occc1-c1nnc(SCC(=O)Nc2ccc(F)cc2)n1C,-3,-1.2,3,-2,-0.1,-0.3,1.7,7,-2,-2.7,0.1
COc1cc(Br)ccc1NC(=O)c1ccccc1-c1ccccc1C(=O)O,-17,-1.8,2,-1,0.1,0.9,0.2,7,-19,-0.7,-0.3
COc1ccc(CCN(Cc2cccs2)S(=O)(=O)c2ccc(S(=O)(=O)N3CCCCCC3)cc2)cc1OC,3,-1.2,3,-1,1.0,2.3,1.9,3,-1,-0.6,0.1
COc1ccc(OCC(=O)Nc2ccccc2N2CCN(C)CC2)cc1,-6,-0.9,-1,0,-0.6,0.1,0.8,1,-1,-2.4,0.3
COc1ccc(C2C(C(=O)Nc3cccnc3)=C(C)Nc3nc(-c4cccs4)nn32)cc1OC (centres undefined),4,-2.0,3,-3,-2.0,-2.6,0.6,77*,2,-1.5,-0.3
CCN(CC)C(=O)CSc1nc2c(sc(=S)n2-c2ccccc2)c(=O)[nH]1,1,-1.0,1,0,1.3,-0.5,0.8,4,-2,-0.4,0.1
CCOCc1cc(CN2CCC(n3nccc3NC(=O)C3CC3)CC2)ccc1OC,-2,-0.6,4,1,0.4,-1.1,1.8,-3,-1,1.8,-0.6
CCOC(=O)c1nn(-c2ccccc2)c(=O)c2c(N)scc12,-1,-1.5,-1,-1,-0.5,-4.0,2.0,-8,-3,-1.0,-0.7
CC1(c2nc3ccccc3[nH]2)c2ccccc2C(=O)N1Cc1ccccc1 (centres undefined),-10,-0.8,7,-4,.,-1.1,.,-1,-20,-1.2,-0.9
Cc1cc(C(F)F)n2nc(C(=O)Nc3ccc(S(=O)(=O)N4CCCC4)cc3)nc2n1,-6,-1.0,3,0,0.9,-1.2,3.1,-10,-5,-1.1,0.4
COc1ccc(OC)c(Nc2nc(NCCO)c3ccccc3n2)c1,2,-0.8,0,2,-0.8,2.7,-0.4,4,6,-1.8,-0.3

Screening results deposited in PubChem BioAssay by several laboratories.
